# S1P4 agonist: S1P4 receptor agonists, primary screen, cell-based; Sphingosine 1-phosphate receptor 4 (Homo sapiens), O95977; AID 1509, 2009; S1P4-expressing cell line, agonist reporter assay; 220,000 compounds, 0.35% hits; activation, % at 4.98 µM; in the data active = activation above about 11%;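 note: 0% = DMSO vehicle and 100% = reference agonist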
# Target sequence (O95977 whole entry, looked up): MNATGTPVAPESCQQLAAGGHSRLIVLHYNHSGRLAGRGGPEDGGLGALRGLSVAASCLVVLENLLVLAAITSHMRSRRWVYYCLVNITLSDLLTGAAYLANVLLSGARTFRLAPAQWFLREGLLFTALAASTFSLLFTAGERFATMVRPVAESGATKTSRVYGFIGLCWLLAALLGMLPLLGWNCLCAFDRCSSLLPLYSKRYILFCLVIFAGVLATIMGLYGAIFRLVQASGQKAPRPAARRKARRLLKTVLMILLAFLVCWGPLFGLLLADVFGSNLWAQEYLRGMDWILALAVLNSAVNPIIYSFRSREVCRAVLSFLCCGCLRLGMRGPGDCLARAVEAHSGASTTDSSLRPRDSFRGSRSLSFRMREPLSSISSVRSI
# m-calpain inh: inhibitors of pig calpain II, primary screen, biochemical, fluorogenic peptide substrate, 1536-well; 220,000 compounds, 0.37% hits; purified calpain II, 30 min; AID 1236, 2008; inhibition, % at 16 µM;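 active = inhibition above about 50%, limit read from the data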
# Ba/F3 V617F tox: reduced viability of JAK2V617F-dependent Ba/F3 cells, primary screen, JAK2V617F inhibitor project, cell-based, Ba/F3 EpoR-JAK2V617F, luminescence; ATP luminescence; inhibition, % at 5.6 µM; 220,000 compounds, 1.1% hits; AID 1446, 2008;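 active = inhibition above the campaign mean plus 3 SD over all tested compounds, cut at about 24% in these data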;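 note: cytokine-independent growth of Ba/F3 cells driven by EpoR plus mutant JAK2; 0% = DMSO-treated cells and 100% = JAK inhibitor I control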
# PERK inh: block of dimerizer-induced PERK translation repression, primary screen, PERK inhibitor project, CHO PERK-DD cells, SEAP luminescence, HTS; Eukaryotic translation initiation factor 2-alpha kinase 3 (Homo sapiens), Q9NZJ5; CHO PERK-DD fusion, SEAP luminescence translation reporter; inhibition, % at 5.6 µM; 220,000 compounds, 0.17% hits; AID 1416, 2008;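 active = inhibition above the mean inhibition of all tested compounds plus 3 SD, set separately per screening campaign, cut at about 2.9% in these data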;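 note: PERK kinase domain activated by AP20187 dimerizer at 100 nM; 0% = DMSO with dimerizer and 100% = rapamycin at 8.4 µM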
# EP2 mod: EP2 receptor modulators, cAMP readout, primary screen, cell-based, HTRF cAMP, PGE2 stimulation; EP2-expressing cells, cAMP HTRF FRET, PGE2 co-stimulation; induction, % at 25 µM; 260,000 compounds, 0.83% hits; Prostaglandin E2 receptor EP2 subtype (Homo sapiens), P43116;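 active = compounds whose cAMP rise, as percent of the full-agonist control response, exceeds 60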;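 note: rat C6 glioma line stably carrying human EP2 under a CMV promoter; the protocol text gives 20 µM as final concentration; 100% = response of wells given 1 µM PGE2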
# Target sequence (P43116 whole entry, looked up): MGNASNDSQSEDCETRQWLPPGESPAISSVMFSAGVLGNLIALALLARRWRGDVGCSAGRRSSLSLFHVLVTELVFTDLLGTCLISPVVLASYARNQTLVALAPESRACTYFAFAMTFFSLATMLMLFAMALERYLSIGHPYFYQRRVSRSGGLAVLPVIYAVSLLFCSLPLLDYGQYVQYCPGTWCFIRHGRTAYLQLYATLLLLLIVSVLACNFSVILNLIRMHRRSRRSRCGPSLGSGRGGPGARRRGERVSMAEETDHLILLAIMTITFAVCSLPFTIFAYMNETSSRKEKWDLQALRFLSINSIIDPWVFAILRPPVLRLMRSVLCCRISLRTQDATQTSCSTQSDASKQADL
# S1P4 antag: S1P4 receptor antagonists, primary screen, cell-based; 220,000 compounds, 0.26% hits; Sphingosine 1-phosphate receptor 4 (Homo sapiens), O95977; AID 1510, 2009; S1P4-expressing cells, antagonist mode, reporter read-out; inhibition, % at 4.98 µM; in the data active = inhibition above about 29%;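 note: 0% = wells stimulated with agonist and 100% = vehicle wells without agonist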
# BaF3 parental: parental Ba/F3 cell viability inhibition, counter-screen for JAK2V617F inhibitor project, murine pro-B, CellTiter-Glo luminescence; inhibition, % at 5.6 µM; 220,000 compounds, 1.1% hits; CellTiter-Glo ATP luminescence;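 active = inhibition above a per-campaign cutoff, the mean inhibition of all tested compounds plus 3 SD, cut at about 27% in these data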;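 note: 0% = DMSO wells and 100% = JAK Inhibitor I control wells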
# TRPML3 agonist: human TRPML3 channel agonists, primary screen, cell-based, HEK293 TRPML3-YFP, Fluo-8 calcium fluorescence, 3 µM; 100% = the carbachol control signal; AID 1448, 2008; Mucolipin-3 (Homo sapiens), Q8TDD5; 220,000 compounds, 0.29% hits; activation, % at 3 µM;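 active = activation above its plate's cutoff, the mean activation of the plate's test wells plus 3 SD, cut at about 12% in these data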;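 note: 0% = DMSO only wells and 100% = carbachol wells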
#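 Test system – HEK293 line with stable expression of human TRPML3-YFP channel · Control set – carbachol 87 µM final as high control (100%), DMSO as low control (0%) · Signal – Fluo-8 calcium dye fluorescence, ex 470-495, em 515-575 nm · Incubation – 1-h 37 °C dye load, 5-s basal, 120-s post-compound reads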
# TRPN1 ag: zebrafish TRPN1 channel agonists, primary screen, cell-based, HEK293, calcium fluorescence; transient receptor potential cation channel N1 (TRPN1/NompC), Danio rerio; HEK293 zebrafish TRPN1-YFP, Fluo-8 calcium fluorescence; 100% = response to 87 µM carbachol; activation, % at 3 µM; 220,000 compounds, 0.18% hits; AID 1424, 2008;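 active = activation above its plate's cutoff, the mean activation of test wells on that plate plus 3 SD, cut at about 19% in these data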;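 note: 0% = DMSO alone and 100% = 87 µM carbachol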
#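 Material: zebrafish TRPN1-YFP in HEK293 cells; Doses: single test compound dose, 3 µM nominal, 0.3% DMSO; Timing: dye loading 1 h at 37 °C, then 30 min room temperature; Technique: intracellular calcium fluorescence with Fluo-8; Benchmarks: high carbachol 87 µM, low DMSO alone.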
# * = called active by the depositor; & = joins results of further samples.
SMILES,S1P4 agonist,m-calpain inh,Ba/F3 V617F tox,PERK inh,EP2 mod,S1P4 antag,BaF3 parental,TRPML3 agonist,TRPN1 ag
O=C1CC(=O)N(Cc2ccco2)C(=S)N1,-0.3,-114,0,2.3,3,-10,8,0.8,2.0
O=C(Nc1cccnc1Cl)c1ccc(Cl)c([N+](=O)[O-])c1,-0.6,21,-4,-0.8,5,2,2,-0.4,-1.2
COc1ccc(Cl)c(Cn2c(NCc3ccccn3)nc3c2c(=O)n(C)c(=O)n3C)c1,0.1,22,2,-0.4,-7,1,7,-0.5,-1.1
COc1cccc(NC(=O)NCc2c(-c3ccccc3)noc2C)c1,-0.4,-7,-2,-1.3,-41,-2,-3,0.1,2.0
CCSc1ccccc1C(=O)N1CCN(c2ccc([N+](=O)[O-])cc2)CC1,0.4,6,-4,-0.5,-82,4,4,1.4,3.9
COc1ccc(/C=N/Nc2nccnc2Cl)c(OC)c1,2.4,-11,-2,1.1,2,2,0,0.4,-1.3
O=c1nc2sc3ccccc3n2c(=O)n1-c1cccc(Cl)c1,0.4,-20,-2,1.2,21,8,3,1.0,0.1
COc1cc(SC)ccc1C(=O)OC(C)C(=O)NC1CCCC1 (configuration not stated),-0.1,-37,3,0.7,-14,4,8,1.0,0.0
OCCNCc1cccc(OCc2ccccc2Cl)c1,0.3,15,0,1.3,-13,-6,7,2.0,1.0
COc1ccc(NC(=O)c2sccc2SCC#N)cc1,-0.7,20,0,0.5,9,0,6,0.0,1.5
CCn1c2ccc(C)cc2c2nc3cc(C(=O)O)ccc3nc21,2.1,-18,6,0.8,38,-13,7,0.5,-0.4
CC(C)CSC1=NSC2=NC(=O)/C(=C\c3ccccc3)C(=N)N12,-0.4,-40,4,0.2,-29,-19,11,-0.9,-0.6

# Part of the list above in order of molar mass, smallest number first.
SMILES,S1P4 agonist,m-calpain inh,Ba/F3 V617F tox,PERK inh,EP2 mod,S1P4 antag,BaF3 parental,TRPML3 agonist,TRPN1 ag
O=C1CC(=O)N(Cc2ccco2)C(=S)N1,-0.3,-114,0,2.3,3,-10,8,0.8,2.0
OCCNCc1cccc(OCc2ccccc2Cl)c1,0.3,15,0,1.3,-13,-6,7,2.0,1.0
COc1ccc(/C=N/Nc2nccnc2Cl)c(OC)c1,2.4,-11,-2,1.1,2,2,0,0.4,-1.3
COc1ccc(NC(=O)c2sccc2SCC#N)cc1,-0.7,20,0,0.5,9,0,6,0.0,1.5
CCn1c2ccc(C)cc2c2nc3cc(C(=O)O)ccc3nc21,2.1,-18,6,0.8,38,-13,7,0.5,-0.4
O=C(Nc1cccnc1Cl)c1ccc(Cl)c([N+](=O)[O-])c1,-0.6,21,-4,-0.8,5,2,2,-0.4,-1.2
COc1cc(SC)ccc1C(=O)OC(C)C(=O)NC1CCCC1 (configuration not stated),-0.1,-37,3,0.7,-14,4,8,1.0,0.0
CC(C)CSC1=NSC2=NC(=O)/C(=C\c3ccccc3)C(=N)N12,-0.4,-40,4,0.2,-29,-19,11,-0.9,-0.6
CCSc1ccccc1C(=O)N1CCN(c2ccc([N+](=O)[O-])cc2)CC1,0.4,6,-4,-0.5,-82,4,4,1.4,3.9
COc1ccc(Cl)c(Cn2c(NCc3ccccn3)nc3c2c(=O)n(C)c(=O)n3C)c1,0.1,22,2,-0.4,-7,1,7,-0.5,-1.1

# Other records.
SMILES,S1P4 agonist,m-calpain inh,Ba/F3 V617F tox,PERK inh,EP2 mod,S1P4 antag,BaF3 parental,TRPML3 agonist,TRPN1 ag
CCOC(=O)C1CCCN(CCC(=O)Nc2cccc(C)c2)C1 (configuration not stated),2.2,-15,-4,1.0,13,-13,5,-0.1,-0.4
CC(C)(C)c1ccc(Oc2cccc(C3CC(=O)C(C4NCCc5ccccc54)C(=O)C3n3cncn3)c2)cc1 (configuration not stated),0.6,-87,-3,0.6,14,-9,1,0.1,0.7
Cc1ccc(N(CN2CCCC2=O)C(=O)c2ccc(C)c(C)c2)cc1,1.4,-12,2,-0.8,12,-6,5,-1.3,-1.1
O=C(NCc1ccco1)c1cc2nc(-c3cccs3)cc(C(F)(F)F)n2n1,3.6,-214,4,-1.6,15,9,8,-0.2,-0.4
S=C1NC(c2cccs2)=CC(c2ccc(Br)cc2)N1 (configuration not stated),-0.7,17,-2,0.0,-45,-2,7,0.6,-1.0
CC12COC3(C(=O)Nc4nccs4)CC1CCC32C (configuration not stated),-1.1,3,-1,-0.5,-21,-6,11,0.4,0.1
Cc1ccc2nc(NCc3ccccc3)c(C=O)c(=O)n2c1,-0.4,-28,0,1.1,10,-11,7,0.5,1.3
CC(Sc1nnc(COc2ccc([N+](=O)[O-])cc2)n1-c1ccccc1)C(=O)O (configuration not stated),1.8,-3,0,0.5,-7,-8,3,1.0,1.6
CCOc1cc(C#N)c(NC(=O)c2cccnc2)cc1OCC,1.0,8,84*,0.7,-5,-5,77*,0.0,1.1
CCC(CC)C(=O)Nc1ccc(S(=O)(=O)Nc2nccs2)cc1,0.5,46,-5,0.6,0,-4,0,0.5,0.6
O=C(Nc1ccccc1)N1CCN(c2ncccn2)CC1,0.5,-48,0,0.8,-15&4,1,8,-0.1,1.3
CN(CC(=O)NC1CCCCC1)S(=O)(=O)c1ccc(Br)s1,0.2,-15,2,-0.3,9,-2,7,0.2,1.0
Clc1ccc(-c2c(C3=NCCCN3)nnn2-c2ccc(Cl)cc2)cc1,0.1,-8,2,-0.6,-32,11,0,1.0,-0.1
COC(=O)c1ccc(CNC(=O)COC(=O)c2ccc(N(C)C)cc2)cc1,0.7,-14,-1,1.9,-22,5,1,0.8,-1.1
COc1ccc(-c2[nH]ncc2/C=N/NC(=O)c2cccc([N+](=O)[O-])c2)cc1OC,1.2,-42,-5,0.9,-19,-18,4,0.8,0.5
COc1ccc(-n2c(-c3ccccc3)nc(=S)c3c2CCCC3)cc1,0.0,35,2,1.1,40,6,7,-0.8,-0.2
COc1ccc(CNC(=O)c2ccccc2SC)cc1,0.7,8,4,0.4,2,-15,3,0.2,-1.4
COC(=O)c1cc2c(C)[nH]c(C)c2cc(C(=O)OC)c1=O,-1.3,15,3,0.2,1,9,6,0.7,-0.5
Cc1csc(Cn2c(CN(C)C)nc3ccccc3c2=O)n1,0.8,-37,1,0.4,21,9,5,-0.1,5.3
CCCC(C(=O)NCc1ccc(OC)cc1)N(Cc1ccco1)C(=O)c1snc(C(N)=O)c1N (configuration not stated),0.8,-85,1,-0.5,5,-5,8,-0.3,0.5
CCCn1c(SCC(=O)NCc2ccco2)nc2c1c(=O)n(C)c(=O)n2C,-0.8,-20,3,-0.7,8&12,-13,2,0.6,0.8
COc1ccc(NC(=O)N2CCCCC2)cc1,1.9,-1,2,-0.1,2,-15,4,0.1,1.0
CCO[C@@H]1OC(C(=O)N2CCN(Cc3ccccc3)CC2)=C[C@H](C2CC2)[C@H]1CCCO,-0.6,-4,-1,0.5,3,-9,-2,0.2,-0.5
CCc1c(C)nc2ccc(Br)cc2c1SCCC#N,2.2,2,0,-1.5,65*,-21,0,0.1,-2.7
COC(=O)C1=C(C)N=C2SCCC(=O)N2C1c1cccs1 (configuration not stated),-1.9,5,7,0.1,8,-18,7,-1.8,-1.7
O=C(CSc1nc(O)cc(=O)n1-c1ccccc1)c1ccc(Br)cc1,-1.6,9,-1,1.0,-8,5,3,0.4,0.1
CSc1ccc(C(=O)C2CCCN(C(=O)Cc3nonc3C)C2)cc1 (configuration not stated),1.2,-2,-1,1.6,-7,-29,1,0.8,0.5
Cc1noc(C)c1C(=O)NCCCN1CCCC1=O,1.0,17,-3,0.5,-22,-10,1,0.1,-1.3
NC(=O)C(Cc1ccccc1)NS(=O)(=O)c1ccc(N2CCCC2=O)cc1 (configuration not stated),0.0,-5,-1,0.7,11,-11,4,0.1,-1.5
Cc1[nH]c(N=Nc2ccccc2)nc1N=Nc1ccccc1,-0.2,22,3,-1.6,-39,8,2,-2.3,-3.5
CC(=O)c1cccc(NC(=O)Nc2ccc(C)cc2)c1,-4.0,3,-2,0.7,-11,0,1,1.0,0.2
CC(=O)c1ccc(Nc2ncnc3c2oc2ccccc23)cc1,0.3,-52,7,-0.9,0,-7,7,0.5,0.3
CC1CCCN(C2=C(Cl)C(=O)N(c3cccc(Cl)c3)C2=O)C1 (configuration not stated),-0.9,7,0,0.7,20,-6,3,-0.3,-3.5
Cc1ccc(C(O)(C(=O)NNc2ccc3ccccc3n2)c2ccc(C)cc2)cc1,0.4&-1.3,-10&-11,0&-3,0.5&0.5,35&50,-5&-8,5&4,-0.5&-0.6,-1.2&-3.0
CC1(c2ccc(C#N)cc2)NC(=O)N(CC(=O)Nc2cc(S(=O)(=O)N3CCOCC3)ccc2Cl)C1=O (configuration not stated),-0.9,-62,1,0.3,-14,2,3,1.0,2.2
Nc1c(O)ccc2c1C(=O)c1ccccc1C2=O,0.0,2,3,0.2,2,-10,5,-0.1,-0.9
CCC(=O)N1CCN(c2ccccc2NC(=O)c2ccc(OC)c(Cl)c2)CC1,0.4,23,3,-3.0,-9,-17,7,0.2,-0.6
Cc1c(O)ccc2c(O)c(NC(=O)c3ccc4c(c3)CCC(C)(C)O4)c(=O)oc12,0.1,13,4,1.8,-6,0,3,1.4,-0.2
N#CC1(c2ccc(NC(=O)c3ccccc3)cc2)CCCC1,0.1,-17,-1,0.7,-28,8,5,-0.3,0.6
CCC(C)(C)NC(=O)C(c1ccccn1)N(C(=O)c1csnn1)C1CCCCC1 (configuration not stated),-0.2,22,3,-0.5,-4&8,2,2,1.1,1.0
CC(=O)NC(Cc1cccc(C)c1)C(=O)NC1CCN(C(=O)c2ccc([N+](=O)[O-])cc2)CC1 (configuration not stated),-2.0,26,2,0.7,-7,-15,6,2.0,1.2

# Bioassay records deposited in PubChem by several laboratories.
